NALP1 inh: inhibitors of NALP1 inflammasome in yeast | 280,000 tested, 0.61% active | inhibition, % at 10 µM | S. cerevisiae NALP1/ASC/caspase-1 growth, X-gal OD620, 72 h; in the data active = inhibition mostly above about 24%, no sharp cut-off; inactive = mostly below about 32%; also: some compounds called inactive have numbers as strong as hits
M18AAP inhibitor: blocks P. falciparum M18 aspartyl aminopeptidase; recombinant PfM18AAP, H-Glu-NHMec fluorogenic cleavage; inhibition, % at 7.35 µM; 290,000 tested, 1.2% active; AID 1822;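 active = inhibition above the campaign mean inhibition over all tested compounds plus 3 SD, cut at about 28% in these data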;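 also: 0% = plate median of test compound wells and 100% = 2 mM ZnCl2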
V1aR counter: counter-screen for oxytocin receptor agonists: human V1a receptor agonists; P37288; CHO-V1R cells, Fluo-8 calcium fluorescence, agonist mode; 0% DMSO, 100% 3 nM vasopressin; activation, % at 3 µM; 320,000 tested, 0.25% active; AID 2797;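 active = activation above the mean activation of all tested compounds plus 3 SD, per screening run, cut at about 20% in these data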;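 also: signal is peak over basal fluorescence ratio across a 100 second FLIPR read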
OXTR potentiator: human OXTR potentiation. P30559. CHO-OTR cells, Fluo-8 calcium fluorescence, potentiator mode; 0% = oxytocin EC15, 100% = EC100. activation, % at 3 µM. 320,000 tested, 0.061% active;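 active = activation above that plate's cutoff, the mean activation of tested compounds plus 3 SD, cut at about 6.6% in these data, passing the limit was not always enough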;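 also: 100% uses oxytocin at 75 nM as the full agonist control; some results filed as inactive read as strong as hits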
Target sequence (P30559 whole entry, looked up): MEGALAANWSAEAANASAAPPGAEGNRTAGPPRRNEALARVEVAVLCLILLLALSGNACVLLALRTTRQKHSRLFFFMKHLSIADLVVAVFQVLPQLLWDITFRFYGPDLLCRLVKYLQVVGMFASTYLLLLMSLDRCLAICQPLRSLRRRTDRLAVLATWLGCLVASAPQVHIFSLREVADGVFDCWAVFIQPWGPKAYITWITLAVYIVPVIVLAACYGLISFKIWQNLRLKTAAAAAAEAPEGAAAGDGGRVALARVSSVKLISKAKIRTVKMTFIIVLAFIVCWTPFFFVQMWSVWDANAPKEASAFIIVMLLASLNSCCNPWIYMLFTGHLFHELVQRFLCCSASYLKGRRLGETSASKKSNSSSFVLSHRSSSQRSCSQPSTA
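test system = CHO-OTR cells, human receptor | compound = single-point 3.0 µM | schedule = 6 min compound pre-incubation at room temperature, 100 s kinetic read | signal = Fluo-8 no-wash calcium dye fluorescence, excitation 470-495 nm, emission 515-575 nm | repeats = single well per compound, singlicate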
OXTR agonist: activates the human oxytocin receptor | CHO-OTR cells, Fluo-8 calcium fluorescence; normalized: DMSO 0%, oxytocin 100% | activation, % at 3 µM | 320,000 tested, 0.32% active | AID 2435;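 active = activation above the mean of all tested compounds plus 3 SD, cutoff set per screening run, cut at about 20% in these data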;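 also: peak over basal fluorescence ratio from a 100 s FLIPR kinetic read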
GalR3 antagonist: human GalR3 antagonism; O60755; HEK293 GalR3-CNG cAMP membrane potential fluorescence; galR3 body fused to GalR1 C-terminus; inhibition, % at 3 µM; 360,000 tested, 0.44% active; AID 651719;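 active = inhibition above the screen-wide average plus 3 SD, cut at about 13% in these data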;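 also: forskolin and galanin both at EC90 stimulate the cells; cAMP rise reported by CNG channel membrane potential dye signal; 0% = forskolin plus galanin with DMSO and 100% = forskolin alone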
Target sequence (O60755 1-299 limits assumed): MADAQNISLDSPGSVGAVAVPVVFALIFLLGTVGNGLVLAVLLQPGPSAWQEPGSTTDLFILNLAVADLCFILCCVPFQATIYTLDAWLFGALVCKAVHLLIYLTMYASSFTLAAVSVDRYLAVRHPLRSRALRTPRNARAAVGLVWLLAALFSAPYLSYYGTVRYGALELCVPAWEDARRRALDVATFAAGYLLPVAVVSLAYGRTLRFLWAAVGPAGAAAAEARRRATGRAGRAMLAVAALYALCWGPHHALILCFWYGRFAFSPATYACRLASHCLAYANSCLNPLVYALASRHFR
MEKK2wt PB1 HTS: raises or lowers MEK5 binding to wildtype human MEKK2 PB1 domain; bead flow cytometry, Alexa488-MEK5 binding to MEKK2 WT; actives lie on both sides; Q9Y2U5; binding response (% of control), % at 10 µM; 290,000 tested, 1.1% active; in the data active = binding response below about 67% or above about 130%
MEKK2mut PB1 HTS: signal of MEK5 binding to mutant human MEKK2 PB1 domain; bead flow cytometry, Alexa488-MEK5 binding to MEKK2 mutant; percent response, % at 10 µM; 290,000 tested, 0.35% active; in the data active = percent response above about 24%, passing the limit was not always enough; also: inactives centre near 1; some results filed as inactive read as strong as hits; reference of the scale not given here
GPR7 antag: human neuropeptides B/W receptor 1 antagonism; P48145; GPR7-expressing cells, fluorescence antagonist assay; inhibition, % at 4.4 µM; 290,000 tested, 1.1% active; in the data active = inhibition above about 16%, passing the limit was not always enough;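 also: cells stimulated with the agonist NPW; 0% = agonist with vehicle and 100% = vehicle without agonist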
Target sequence (P48145 whole entry, looked up): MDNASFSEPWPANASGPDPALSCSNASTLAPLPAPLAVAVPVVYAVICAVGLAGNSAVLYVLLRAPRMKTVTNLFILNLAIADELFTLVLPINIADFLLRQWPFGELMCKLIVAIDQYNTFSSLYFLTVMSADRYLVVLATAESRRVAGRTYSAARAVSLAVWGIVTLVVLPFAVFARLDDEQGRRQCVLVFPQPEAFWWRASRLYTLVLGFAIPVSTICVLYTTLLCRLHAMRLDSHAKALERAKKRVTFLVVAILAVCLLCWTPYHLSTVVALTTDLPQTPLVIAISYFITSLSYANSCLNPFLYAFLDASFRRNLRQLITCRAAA
An asterisk follows results filed as active; nt = no result given.

SMILES	NALP1 inh	M18AAP inhibitor	V1aR counter	OXTR potentiator	OXTR agonist	GalR3 antagonist	MEKK2wt PB1 HTS	MEKK2mut PB1 HTS	GPR7 antag
COc1cccc(C(=O)C2CCCN(Cc3cccn3-c3ccccn3)C2)c1 (configuration not stated)	13	-11	1.5	-4	1.9	-10	105	7	17
Cc1ccc(S(=O)(=O)NCCN(CCNS(=O)(=O)c2ccc(C)cc2)S(C)(=O)=O)cc1	-14	7	-0.4	-21	-2.1	-4	100	-2	4
CCOc1ccc(CN(C)C(C)C(=O)NCc2ccccc2)cc1 (configuration not stated)	4	9	0.1	-3	-1.8	-3	108	15	5
O=C(CN1CCOCC1)Nc1cccc(S(=O)(=O)N2CCCCCC2)c1	25	-2	0.3	-5	-0.2	3	94	-2	-3
O=C(C1CCCN(S(=O)(=O)c2ccccc2[N+](=O)[O-])C1)N1CCN(c2ccccc2)CC1 (configuration not stated)	20	-2	5.7	-10	-0.1	-11	101	-7	24
O=S(=O)(c1cccc(S(=O)(=O)N2CCCC2)c1)N1CCCCC1	-14	-8	0.7	0	2.3	-9	102	-2	-4
COc1cc(C(=O)c2c(C)c(CCC#N)n3ccccc23)cc(OC)c1OC	9	-10	0.2	-3	-0.9	-6	99	0	-10
CCOC(=O)C1CCN(C(=O)CCc2nc3ccccc3[nH]2)CC1	7	1	0.5	0	0.1	1	105	17	-11
COC(=O)c1nccc2c1[nH]c1ccccc12	nt	nt	-0.3	-4	-1.3	-3	nt	nt	nt
COc1ccccc1NC(=O)C(C/C=C(/C)Cl)C(C)=O (configuration not stated)	-2	-5	-0.7	-8	-1.8	0	94	1	-10
O=C(O)c1cccc(Sc2cc(Cl)ccc2C(=O)O)c1	nt	nt	0.0	0	0.3	-8	nt	nt	nt
COc1ccccc1CCNC(=O)C(=O)NCC1OCCN1C(=O)c1ccc(Cl)cc1 (configuration not stated)	-1	-3	1.8	-10	1.3	3	100	7	-5
CCOc1ccc2c(c1)C(c1cccs1)=NNC(c1cccnc1)=N2	30*	5	0.1	0	-1.1	-3	105	1	-7
Cc1nn(-c2ccccc2)c2c1C1(C(=O)N3c4c(cccc41)C(C)CC3(C)C)C(C#N)=C(N)O2 (configuration not stated)	-12	11	-1.0	-6	-1.7	-6	72	-4	0
Nn1c(C2CCC2)nc2ccccc2c1=O	21	4	1.2	4	-0.1	-6	105	2	-16
COc1ccc(C2=NS(=O)(=O)N(C)C(C(=O)N3CCOCC3)=C2)cc1	8	7	0.0	-3	1.1	nt	101	2	-5
COc1ccc(C(=O)COC(=O)C2CCCN2C(=O)C23CC4CC(CC(C4)C2)C3)cc1 (configuration not stated)	10	-11	-0.5	-5	-1.2	-1	93	-3	-10
Cc1ccc(CNC(=O)c2c(C)cc(=O)oc2C)cc1	10	-1	0.1	-4	-1.4	-1	104	5	3
Cc1cc([N+](=O)[O-])nn1CCCC(=O)NC1CCCCC1	-11	-4	1.3	0	-0.2	2	93	-4	-2
CCN(Cc1ccccc1)C(c1cccs1)c1nnnn1C1CCCCC1 (configuration not stated)	0	1	0.0	-12	-0.9	-2	80	-17	-1
CSc1nc(-c2ccc(Cl)cc2)nn1C(=O)c1ccccc1	31	-5	0.3	1	-0.8	1	109	4	-9
CSc1ccc(C(=S)N2CCN(C)CC2)cc1	41	-1	-0.3	-7	-0.3	-6	99	-3	12
O=C(NC(=O)c1ccc(Cl)cc1)Nc1ccc(-c2cnco2)cc1	nt	2	-0.4	-6	1.5	nt	104	7	-15
COc1ccc(C2SCC(=O)N2c2ccc(F)cc2)cc1 (configuration not stated)	22	-5	-1.2	0	-1.0	-11	100	0	-4
Cc1cccc(/C(N)=N/OC(=O)c2ccc(Br)o2)c1	19	-1	-0.1	-1	-2.1	-1	100	2	-13
Cc1ccc(OCC(=O)N/N=C\c2ccc(C)o2)c(C)c1	1	-5	-0.8	-9	-1.7	-6	73	-18	-9
COc1ccc(C2(CNC(=O)c3cccc([N+](=O)[O-])c3)CCCCC2)cc1OC	-35	2	1.6	-8	-1.4	-6	107	-2	15
COc1ccc(NC(=O)Nc2ncn(Cc3cccc(C(F)(F)F)c3)n2)cc1OC	9	8	-0.4	-6	-1.8	0	94	-3	-2
C=CCn1c(SCC(=O)N2N=C(c3ccco3)CC2c2ccco2)nnc1-c1ccncc1 (configuration not stated)	21	9	-0.5	-3	-1.7	7	94	-1	-3
C=CCc1cccc2cc(C(=O)NC)c(=O)oc12	-1	3	0.3	-4	-1.0	-5	105	7	-10
COc1ccc(OC)c(C(=O)Cn2nnc(-c3ccc(N4CCOCC4)cc3)n2)c1	nt	1	1.0	-8	1.2	4	102	-1	1
CN(Cc1ccc(C(C)(C)C)cc1)C(=O)C1CSC2(C)CCC(=O)N12 (configuration not stated)	nt	nt	4.3	-11	4.1	-4	nt	nt	nt
CCC1(CC)C(=O)N(C)C(=O)NC1=Nc1ccc(OC)cc1	41*	-4	1.4	-12	0.4	4	106	5	-7
O=C1CCCC2=C1C(c1ccc(Cl)cc1)N1C(=O)CCSC1=N2 (configuration not stated)	11	-4	0.0	-8	0.3	-5	93	-10	4
O=C(Nc1ccc(N2CCOCC2)c(F)c1)c1ccncc1	12	-2	0.9	4	0.5	0	106	11	2
CCC(=O)N1CCN(C(C)=O)C1c1ccccc1 (configuration not stated)	5	-12	0.7	-11	0.1	-5	93	-4	-11
CC(Oc1cccc(Cl)c1)C(=O)Nc1ccc(S(=O)(=O)Nc2ncccn2)cc1 (configuration not stated)	nt	nt	0.2	0	1.2	-7	nt	nt	nt
O=C(N/N=C/c1ccccc1)c1ccc(CN2C(=O)c3cccc4cccc2c34)cc1	27	2	2.3	-2	0.7	-2	99	-1	-7
Cc1nc(NCc2ccc3c(c2)OCO3)c2oc3ccccc3c2n1	-85	1	4.6	-14	3.9	-2	81	-15	1
CNC(=O)/C(C#N)=C/c1c(N2CC(C)OC(C)C2)nc2ccccn2c1=O (configuration not stated)	15	-7	0.5	-3	-0.1	-4	97	-2	0
CCC(=NCc1ccccc1)C1=C(O)C(C(=O)OC)C(C)(C)CC1=O (configuration not stated)	8	-4	-0.7	-14	0.3	2	94	-10	5
COc1cc(-c2nnc(COc3ccc4cc(Br)ccc4c3)o2)cc(OC)c1OC	34	-15	-1.1	-2	-0.4	-2	97	-2	-8
CCC(c1nnnn1CC1CCCO1)N(CCN1CCOCC1)Cc1cc2cc(C)ccc2[nH]c1=O (configuration not stated)	22	8	nt	nt	nt	-1	106	3	-11
CSCCC(NC(=O)c1ccccc1Cl)C(=O)OCC(=O)N1CCCC1=O (configuration not stated)	nt	nt	-0.8	-1	-0.7	7	nt	nt	nt
O=C(CSc1nc2ccc([N+](=O)[O-])cc2[nH]1)NC1CCCCC1	16	-9	2.3	-4	1.7	-3	103	4	0
CC1Sc2ccc(S(=O)(=O)CCC(=O)NC3CCCCC3C)cc2NC1=O (configuration not stated)	0	1	5.6	-9	4.0	2	103	0	-2
Fc1ccc(OCCOCCOc2cccc3[nH]ccc23)cc1	6	3	0.1	-4	-2.1	-8	90	-11	-5
O=C(NN=Cc1ccc(N2CCOCC2)cc1)c1cc2ccccc2cc1O	nt	nt	3.5	-9	2.0	-6	nt	nt	nt
CCn1cc(/C=C(\NC(=O)c2cc(OC)c(OC)c(OC)c2)C(=O)N2CCN(C)CC2)c2ccccc21	5	4	0.6	-4	0.1	0	104	7	-8
Cc1ccc2oc(=O)c3cnn(CC(=O)NC4CCCCC4C)c3c2c1 (configuration not stated)	-2	3	-0.8	-5	-0.5	3	103	1	-8
Cc1ccc(NC(=O)c2c(C)nn(-c3ccccc3)c2Cl)c(C)c1	5	5	-0.6	-9	-2.0	1	98	-1	-5
COC(=O)[C@@H]1C[C@@H]2CC[C@@H](O)C[C@@H]2N1Cc1ccc(Cl)cc1	nt	nt	0.3	-4	0.2	-5	95	6	nt
CN(C)c1ccc(NC(N)=S)cc1	22	49*	-0.2	-4	0.8	-1	91	-5	10
Cc1cc(NCc2ccco2)nc2cc(O)ccc12	14	2	1.0	0	1.6	-2	113	13	-4
Cc1ccc(CNC(=O)Cn2cccc2C(=O)c2ccccc2C)cc1	-17	-7	-1.6	-3	-1.2	-8	-1.0*	5	-6
O=C(COC(=O)c1ccc2c(c1)C(=O)N(CCc1ccccc1)C2=O)Nc1ccc(OC(F)F)cc1	21	-1	2.8	-9	0.2	-2	102	-2	-1
N#CCSc1nnc(SCC#N)s1	nt	1	1.0	-2	0.1	6	107	2	-2
CCOc1ccccc1NC(=O)c1ccc(S(=O)(=O)N2CCCCC2)cc1	33	0	-0.7	-8	-2.7	1	102	-1	2
COc1ccc(OC)c(CN2CCN(CCc3ccccc3)C(CCO)C2)c1 (configuration not stated)	13	-11	-0.6	-1	0.0	-6	103	10	-10
NC(=O)c1cc(NC(=O)CCc2nc3ccccc3s2)cc(C(N)=O)c1	16	-2	0.7	-9	-0.8	-4	94	-11	11

An excerpt of these results, as a markdown table:
| canonical_smiles | NALP1 inh | M18AAP inhibitor | V1aR counter | OXTR potentiator | OXTR agonist | GalR3 antagonist | MEKK2wt PB1 HTS | MEKK2mut PB1 HTS | GPR7 antag |
| --- | --- | --- | --- | --- | --- | --- | --- | --- | --- |
| CCn1cc(/C=C(\NC(=O)c2cc(OC)c(OC)c(OC)c2)C(=O)N2CCN(C)CC2)c2ccccc21 | 5 | 4 | 0.6 | -4 | 0.1 | 0 | 104 | 7 | -8 |
| Cc1ccc(CNC(=O)Cn2cccc2C(=O)c2ccccc2C)cc1 | -17 | -7 | -1.6 | -3 | -1.2 | -8 | -1.0* | 5 | -6 |
| CCOc1ccccc1NC(=O)c1ccc(S(=O)(=O)N2CCCCC2)cc1 | 33 | 0 | -0.7 | -8 | -2.7 | 1 | 102 | -1 | 2 |

Next section.
SMILES	NALP1 inh	M18AAP inhibitor	V1aR counter	OXTR potentiator	OXTR agonist	GalR3 antagonist	MEKK2wt PB1 HTS	MEKK2mut PB1 HTS	GPR7 antag
C[C@@H](C(=O)NCc1ccccn1)[C@@H]1C[C@@]1(C)[C@@H](NC(=O)OCc1ccccc1)c1ccccc1	28	5	-0.9	3	-2.6	-5	92	1	-3
CCOC(=O)[C@@H]1[C@H]2COc3ccccc3[C@@H]2N2C(=O)N(c3ccc(C(F)(F)F)cc3)C(=O)[C@]12C	nt	nt	-0.8	1	-2.0	-3	94	2	nt
COc1ccc(C(=O)Oc2ccc(C(C)=O)cc2)c(OC)c1	5	-14	0.2	-15	0.3	-3	100	4	-3
Cc1cc(C(=O)N2CCc3ccccc3C2)n[nH]1	-2	11	-0.3	-19	-1.1	-11	97	3	7
O=C1CCC(=O)N1CCSC(=S)N1CCOCC1	26	-7	0.7	-7	0.9	-6	95	-6	-5
Cc1ccc2nc(=O)c(NNc3ccccc3)cnc2c1	29	2	-1.3	-7	-0.9	-1	97	-1	11
Cc1ccc(-n2nnnc2CNC(=O)c2ccc3c(c2)OCO3)cc1C	20	-3	0.4	-3	-1.1	-1	105	2	-2
CCC(CC)C(=O)Nc1cc(C)c2c(=O)oc3ccccc3c2n1	8	nt	-0.9	-3	-0.4	3	102	9	nt
N#Cc1cc(C#N)c(SCC(=O)N2CC(=O)Nc3ccccc32)nc1N	nt	nt	0.5	4	1.4	3	nt	nt	nt
Cc1ccc(Cn2ccc(NC(=O)c3c(-c4ccccc4Cl)noc3C)n2)cc1	-4	1	3.6	-14	4.2	-5	101	10	0
COc1ccccc1CCNC(=O)C(=O)NCC1OCCN1S(=O)(=O)c1ccc(Br)cc1 (configuration not stated)	22	-3	5.4	-17	1.4	-3	87	-1	0

Compound activity (PubChem)

An unsorted share of the library, and some 4.1% of all compounds hit somewhere here.
